# Tb PYK inh – blocks Trypanosoma brucei pyruvate kinase. TbPYK enzyme, Kinase-Glo Plus ATP luminescence, 45 min. Potency, µM (highest dose often 76.8 µM), for the others: top-dose activity, negative = inhibition, actives largely listed as inhibitors. actives 0.12% (n = 410,000). AID 624173; note: potency is the fitted concentration of half-maximal effect; % is set by controls: 0 for no effect and ±100 for the full control effect; nearly all actives have a fitted effect of over 50% in size
#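 Enzyme and substrate buffer are dispensed first and compound is pin-transferred. ADP at 130 uM final then starts the reaction, which runs 45 min at room temperature. Detection reagent is added for 10 min before luminescence is imaged.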
# LmPK inh – blocks Leishmania mexicana pyruvate kinase activity; purified LmPK, Kinase-Glo ATP luminescence, 1 h; actives 0.37% (n = 290,000); Potency, µM (series often up to 57.5 µM), inactives show top-dose activity change, negative = inhibition, usual class: inhibitors; Q27686; note: potency is the fitted concentration of half-maximal effect; % is set by controls: 0 for no effect and ±100 for the full control effect
# Target sequence (Q27686 whole entry, looked up): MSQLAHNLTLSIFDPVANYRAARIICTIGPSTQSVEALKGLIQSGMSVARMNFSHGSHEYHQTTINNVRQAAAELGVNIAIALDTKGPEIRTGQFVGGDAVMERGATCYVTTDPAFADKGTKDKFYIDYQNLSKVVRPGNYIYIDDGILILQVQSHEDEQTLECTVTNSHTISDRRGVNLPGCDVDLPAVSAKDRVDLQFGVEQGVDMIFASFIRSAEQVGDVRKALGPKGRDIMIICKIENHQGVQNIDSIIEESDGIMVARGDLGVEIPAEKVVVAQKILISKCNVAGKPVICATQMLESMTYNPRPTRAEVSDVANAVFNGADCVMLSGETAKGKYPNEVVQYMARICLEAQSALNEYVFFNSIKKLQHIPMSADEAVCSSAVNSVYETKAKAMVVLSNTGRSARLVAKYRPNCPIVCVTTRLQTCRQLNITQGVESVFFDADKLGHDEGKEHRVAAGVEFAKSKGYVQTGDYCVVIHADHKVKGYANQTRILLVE
#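 0.1 nM LmPK, 0.5 mM PEP, 0.1 mM ADP; 50 mM imidazole pH 7.2, 7 mM MgCl2, 50 mM KCl; 1 h RT. Kinase-Glo luminescence readout, normalized to no-enzyme (full inhibition) and uninhibited wells.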
# AmpC inh no detg – AmpC beta-lactamase inhibition without detergent. P00811. actives 0.52% (n = 330,000). AID 485341. AmpC nitrocefin hydrolysis, absorbance 480 nm, 0.0001% Triton. Potency, µM (doses to about 57.1 µM), for inactives: at the top dose activity change, negative = inhibition, hits mostly inhibitors;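 note: potency is the fitted concentration of half-maximal effect; plate controls were no compound for no effect and no enzyme for full effect; nearly all actives have a fitted effect of over 20% in size; some results filed as inactive show a strong effect at the top dose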
# Target sequence (P00811 whole entry, looked up): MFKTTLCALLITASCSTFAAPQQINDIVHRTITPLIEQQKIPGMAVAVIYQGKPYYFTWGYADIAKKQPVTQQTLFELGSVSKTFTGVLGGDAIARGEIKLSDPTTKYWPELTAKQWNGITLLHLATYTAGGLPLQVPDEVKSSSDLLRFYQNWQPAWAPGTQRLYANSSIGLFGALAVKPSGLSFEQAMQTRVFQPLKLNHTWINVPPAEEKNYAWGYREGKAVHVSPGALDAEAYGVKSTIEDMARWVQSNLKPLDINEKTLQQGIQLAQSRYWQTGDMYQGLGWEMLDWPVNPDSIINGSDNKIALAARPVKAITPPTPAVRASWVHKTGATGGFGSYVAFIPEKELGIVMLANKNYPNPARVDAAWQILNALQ
#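 20 mM phosphate pH 7.0 + 0.01% (detergent screen) or 0.0001% Triton X-100; 5.3 nM AmpC reagent; cpd preinc 15 min RT; nitrocefin (800 uM stock) to start; A480 q20 s × 4 min; Activity was normalised to no-enzyme and no-compound control wells.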
# CHX counter – counter-screen for Shiga toxin inhibitors: cycloheximide protein synthesis inhibition. actives 12% (n = 300,000). max response, %. cell reporter, cycloheximide protein synthesis inhibition counterscreen; in the data active = max response mostly above about 13%, no sharp cut-off; inactive = mostly below about 14%; note: read at 38.3 µM for the half of the compounds with a filed dose; 0% is about no effect
# Pf growth 96h – P. falciparum growth inhibition at 96 hours | P. falciparum luciferase reporter growth, 96 h | actives 6.9% (n = 320,000) | Potency, µM (top dose mostly 28.7 µM), for inactives: at the highest dose activity change, negative = inhibition, actives largely listed as inhibitors; note: potency is the fitted concentration of half-maximal effect; % is set by controls: 0 for no effect and ±100 for the full control effect
#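 Erythrocytes infected with luciferase-expressing P. falciparum were dispensed at 2% hematocrit and 0.05% parasitemia (final), then incubated with compounds 96 hours at 37 C in 5% CO2. Luminescence after detection reagent addition reported growth.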
# Shiga toxin inh – inhibitors of Shiga toxin in Vero cells. AID 2315. inhibition, % at 38.7 µM. Vero cells, Shiga toxin protein synthesis inhibition reporter. actives 9.2% (n = 290,000); in the data active = inhibition mostly above about 28%, no sharp cut-off; inactive = mostly below about 43%; note: 0% is about no effect
# Pf growth 48h – inhibits P. falciparum growth in the first generation, 48 h | P. falciparum luciferase growth in erythrocytes, 48 h | Potency, µM (doses to about 28.7 µM), without a hit: top-dose activity change, negative = inhibition, actives largely listed as inhibitors | actives 5.9% (n = 310,000) | AID 504832; note: potency is the fitted concentration of half-maximal effect; % is set by controls: 0 for no effect and ±100 for the full control effect
#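 Compounds are pin-transferred into medium, infected erythrocytes (2% hematocrit, 0.1% parasitemia final) are added, and plates sit one parasite generation at 37 C in 5% CO2. Detection reagent is then added and luminescence measured.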
# Starred values were filed as active, the others as inactive; u = inconclusive; x = no result given; [ ] = dose if it differs, or a comment. Unless noted, calls come from the whole dose curve; as a rule, active = well fitted curve in the direction sought with a large enough effect; inconclusive = small, poorly fitted or top-dose-only effect, or another doubt; inactive = no such curve, though single readings can be large; an effect the other way counts as inactive or inconclusive.
# Each structure is followed by: Tb PYK inh | LmPK inh | AmpC inh no detg | CHX counter | Pf growth 96h | Shiga toxin inh | Pf growth 48h
- O=C(Nc1ccccc1)N1CCN(c2ccc(F)cc2)CC1
    -0.3% | -3.7% | -21.9% | 24.4 | u | 21.1 | 13.1µM*
- COc1cc(C)c(CN2CCN(C(C)C(=O)NC(C)c3ccccc3)CC2)cc1OC (stereo not given)
    0.0% | -5.2% | 32.2% | -2.6 | 3.4% | -8.9 | -15.0%
- CN1CCc2nc3sc(C(=O)C45CC6CC(CC(C6)C4)C5)c(N)c3cc2C1
    -9.5% | 0.1% | 52.3% | 5.9 | 2.62µM* | -10.1 | 9.28µM*
- COc1ccc2cc(-c3ccccc3)ncc2c1
    -15.4% | -18.5% | -4.2% | 42.2* | 162.5%[activator] | 84.6* | 290.4%[activator]
- CC1Cc2cc(S(=O)(=O)N3CCC(C(=O)N4CCN(c5ccccc5F)CC4)CC3)ccc2N1C(=O)C1CC1 (stereo not given)
    -7.7% | 0.3% | 119.4%[activator] | -1.6 | 6.7% | -2.0 | u
- Cc1cccc(NC(=O)c2cc(N3CCOCC3)nc3ccccc23)c1
    8.5% | 2.4% | 44.1% | -6.6 | -1.4% | -6.8 | -20.8%
- COCc1ccc(C(=O)N(C)CC2CCCN(CCc3ccc(OC)cc3)C2)o1 (stereo not given)
    2.9% | -6.8% | -9.3% | 34.2* | u | 77.2* | 5.1%
- CC(=O)c1cc2c(cc1NC(=O)c1ccc(Cl)cc1)OCCO2
    -1.6% | 3.9% | -16.6% | -2.4 | -26.6% | x | 36.1%
- O=C(COC(=O)c1ccc(O)cc1)Nc1ccc(Cl)cc1
    -2.8% | 2.9% | -11.0% | 31.5* | -4.1% | 52.3 | u
- CCOc1ccc(-c2c(C(=O)N/N=C/c3ccc(C)s3)nnn2-c2nonc2N)cc1
    -1.4% | 7.4% | -39.1% | 6.7 | u | -1.3 | -23.3%
- Cn1nc(C(F)(F)F)cc1C(=O)NC1CCCCCC1
    -3.9% | -1.8% | -13.9% | -1.4 | 49.1%[activator] | 1.9 | -2.3%
- Cc1ccc(NC(=O)c2ccc(S(=O)(=O)N3CCOCC3)cc2)c(C)c1
    -5.6% | 3.4% | -11.9% | -6.9 | u | 11.2 | -28.4%
- Cc1nn(Cc2ccccc2)c2c1C(c1cccc(Cl)c1)C(C#N)=C(N)O2 (stereo not given)
    -9.3% | 8.4% | -17.5% | -5.9 | u | -12.3 | x
- NS(=O)(=O)c1ccc(NC(=O)COC(=O)c2cnc(Cl)c(Cl)c2)cc1
    4.7% | -3.2% | -23.6% | -2.1 | -2.6% | -2.8 | -20.1%
- Cc1ccc([N+](=O)[O-])cc1-c1ccc(/C=N\n2nnnc2N)o1
    -13.2% | 0.5% | -31.3% | -1.8 | 54.1% | -14.9 | -2.6%

# Another view of 4 compounds above.
COc1ccc2cc(-c3ccccc3)ncc2c1
  Tb PYK inh = -15.4%; LmPK inh = -18.5%; AmpC inh no detg = -4.2%; CHX counter = 42.2*; Pf growth 96h = 162.5%[activator]; Shiga toxin inh = 84.6*; Pf growth 48h = 290.4%[activator]

CC1Cc2cc(S(=O)(=O)N3CCC(C(=O)N4CCN(c5ccccc5F)CC4)CC3)ccc2N1C(=O)C1CC1 (stereo not given)
  Tb PYK inh = -7.7%; LmPK inh = 0.3%; AmpC inh no detg = 119.4%[activator]; CHX counter = -1.6; Pf growth 96h = 6.7%; Shiga toxin inh = -2.0; Pf growth 48h = u

Cc1cccc(NC(=O)c2cc(N3CCOCC3)nc3ccccc23)c1
  Tb PYK inh = 8.5%; LmPK inh = 2.4%; AmpC inh no detg = 44.1%; CHX counter = -6.6; Pf growth 96h = -1.4%; Shiga toxin inh = -6.8; Pf growth 48h = -20.8%

COCc1ccc(C(=O)N(C)CC2CCCN(CCc3ccc(OC)cc3)C2)o1 (stereo not given)
  Tb PYK inh = 2.9%; LmPK inh = -6.8%; AmpC inh no detg = -9.3%; CHX counter = 34.2*; Pf growth 96h = u; Shiga toxin inh = 77.2*; Pf growth 48h = 5.1%

# (further entries)
# Each structure is followed by: Tb PYK inh | LmPK inh | AmpC inh no detg | CHX counter | Pf growth 96h | Shiga toxin inh | Pf growth 48h
- O=[N+]([O-])c1ccc2nc(NS(=O)(=O)c3ccc(F)cc3)sc2c1
    4.3% | 3.3% | -44.9% | -3.8 | 21.4% | -3.0 | -10.6%
- COC(=O)c1ccc(NC(=O)C(=O)NCC2CCCO2)cc1 (stereo not given)
    -0.8% | -2.5% | -10.3% | 0.4 | 67.9%[activator] | 13.4 | 44.8%[activator]
- O=C(Nc1ccc2c(c1)OCCO2)c1ccc(Cl)cc1Cl
    -0.8% | 1.9% | -30.0% | 23.5* | u | x | 209.2%[activator]
- CS(=O)(=O)N(CC(=O)NCc1ccccn1)Cc1ccc(Cl)cc1
    -0.9% | -2.4% | -7.7% | 1.1 | x | -8.9 | 27.0%
- O=C(Nc1cc(S(=O)(=O)N2CCOCC2)ccc1O)c1ccc(NS(=O)(=O)c2ccc(Cl)s2)cc1
    -9.1% | 0.6% | u | 1.0 | -3.1% | -9.1 | 31.9%[activator]
- CC1CN(C(NC(=O)C(C)(C)C)C(Cl)(Cl)Cl)CC(C)O1 (stereo not given)
    -4.5% | 0.2% | 0.1% | -1.1 | 211.8%[activator] | -2.7 | 36.2%[activator]
- Cc1ccc(N2C(=O)c3ccc(C(=O)N4CCOCC4)cc3C2=O)cc1C
    -7.9% | -4.4% | -5.2% | -0.7 | -22.4% | 14.7 | -6.4%
- CCOc1ncccc1C(=O)NCCc1ccc(S(N)(=O)=O)cc1
    -5.1% | 2.3% | -3.8% | -1.1 | 31.5%[activator] | 13.4 | 27.5%
- Cc1cnc(C(=O)OCC(=O)NC(C)CCc2ccccc2)cn1 (stereo not given)
    -2.2% | 2.8% | -7.8% | -0.6 | 28.2% | 19.7 | 29.2%
- COc1ccc(S(=O)(=O)N2CCCC(C(=O)NCc3ccccn3)C2)cc1 (stereo not given)
    3.5% | 2.9% | -8.3% | -1.3 | u | -6.2 | -15.3%
- CC(C)CCC(=O)N1CCOC1=O
    5.8% | -1.5% | -11.5% | -2.8 | 7.0% | -5.0 | 10.1%
- c1ccc(-c2noc(-c3cccs3)n2)nc1
    u | 11.2µM* | -5.6% | 17.4* | x | 15.0 | 208.9%[activator]
- O=C(Nc1cccc(C(F)(F)F)c1)c1cc(-c2ccc(F)cc2)on1
    -4.7% | 1.7% | -24.3% | 9.3 | x | 70.4 | 15.3%
- COc1ccc(OCC(O)Cn2c(=N)n(Cc3ccccc3)c3ccccc32)cc1 (stereo not given)
    -12.3% | 0.5% | 24.7% | -3.1 | u | -16.0 | u
- O=C(CSc1nc2ccccc2s1)NCCOc1ccc(Cl)cc1
    -2.8% | 0.9% | 3.1% | -2.3 | u | 17.1 | 7.0%
- COc1ccc(CN2CCSCC2)c(C)c1C
    -7.2% | -2.7% | -19.2% | -2.9 | 8.28µM* | -2.7 | -2.0%
- COC(=O)c1c(NC(=O)CN2CCCC(C)C2)c2c(C)cccc2n1C (stereo not given)
    -3.0% | 5.7% | 31.5% | -2.3 | x | -20.0 | x
- CC(C)NS(=O)(=O)c1ccc(OCC(=O)Nc2ccc(F)cc2)cc1
    -2.5% | 2.0% | -29.3% | -5.0 | u | -8.0 | -34.7%
- CC(C)(C)C1CCC(OC(=O)CN2CCCCC2)CC1 (stereo not given)
    6.8% | -4.3% | -9.1% | -1.9 | 44.7%[activator] | 26.0 | 68.3%[activator]
- CCN(Cc1ccccc1)C(c1cccs1)c1nnnn1C1CCCCC1 (stereo not given)
    -1.5% | 0.3% | -30.3% | -0.7 | 0.3% | -3.3 | 9.28µM*
- CCN(CC)CCCNC(=O)C(C)Sc1nc(-c2ccccc2)cc(C(F)(F)F)n1 (stereo not given)
    -2.7% | 1.5% | -6.9% | 0.6 | 23.5% | -7.3 | 62.3%[activator]
- CC(OC(=O)CN1C(=O)c2ccccc2C1=O)C(=O)NCc1ccccc1 (stereo not given)
    4.5% | -2.4% | -1.5% | -0.5 | 33.8%[activator] | -20.1 | 4.1%
- CC(=O)C1=C(C)N(Cc2ccco2)C(=O)C1(NC(=O)C1CCCCC1)C(F)(F)F (stereo not given)
    -3.5% | 4.2% | 29.1% | 5.9 | 20.3% | -9.8 | x
- COC(=O)C1=C(c2ccc(-c3ccccc3)c(F)c2)C[C@@H]2CC[C@H]1N2C(=O)N1CCCC1
    1.5% | x | 182.0%[activator] | x | u | x | 14.7µM*
- Cc1cc([N+](=O)[O-])cnc1NC(C)c1ccccc1 (stereo not given)
    0.4% | -3.8% | -4.6% | 7.2 | 45.0%[activator] | -9.6 | -18.9%
- Cc1c(Cl)cccc1NC(=O)C(=O)NNS(=O)(=O)c1ccc(F)cc1
    -0.2% | 14.9% | -10.5% | 12.7 | 53.6%[activator] | 31.1 | 20.3%
- CC1=CC(C)(C)N(C)C(=O)N1c1ccc(Cl)cc1
    -4.8% | 1.1% | -5.9% | 11.5 | -3.2% | 44.9 | u
- Cc1cc(Cl)ccc1OCC(=O)OC(C)C(=O)N(C)C (stereo not given)
    0.0% | -4.4% | 1.1% | -2.8 | u | 18.4 | 9.3%
- CC1(c2nnc(Cc3ccccc3)o2)CC(c2ccc([N+](=O)[O-])cc2)=NO1 (stereo not given)
    -6.5% | 2.3% | 40.2% | 1.5 | 41.8%[activator] | 10.9 | -2.4%
- COC(=O)c1[nH]c2cc(OC)c(OC)cc2c1NC(=O)Oc1ccccc1
    -7.5% | -0.8% | -7.3% | 0.8 | x | -23.4 | 0.7%

# More structures follow:
structure | Tb PYK inh | LmPK inh | AmpC inh no detg | CHX counter | Pf growth 96h | Shiga toxin inh | Pf growth 48h
CCNC(=O)NC(=O)C(C)OC(=O)CCCSc1nc2ccccc2s1 (stereo not given) | -1.1% | -1.4% | 82.0%[activator] | 1.2 | 14.0% | -10.7 | -4.2%
CCCc1[nH]n(-c2ccc(F)cc2)c(=O)c1C=Nc1cccc(F)c1 | -6.0% | 0.5% | -34.4% | 3.7 | 30.9%[activator] | -12.2 | 11.8%
O=[N+]([O-])c1cc(-c2nnc(Nc3ccccc3)c3ccccc23)ccc1N1CCOCC1 | 0.1% | 4.8% | 9.0% | -1.9 | u | -3.0 | u
COc1cccc(-c2cc3c(-n4cccc4)ncnc3o2)c1 | 3.8% | 1.0% | -6.7% | 11.7 | -0.9% | 43.1* | 49.7%[activator]
Cc1ccc(S(=O)(=O)n2ccc3c2CCCC3=O)cc1 | -12.0% | 6.4% | -7.6% | -2.6 | -0.6% | -6.3 | -20.0%
Cc1cccc(Cn2cnc3c(N)c(C)c(C)cc32)c1 | -0.5% | -0.9% | 23.9% | -6.9 | 10.4µM* | -5.6 | u
Cc1ccccc1NC(=O)Cc1nc(COC(=O)COc2cccc(C)c2C)cs1 | -1.6% | x | 27.5% | x | -2.2% | x | u
CCN(CC)S(=O)(=O)c1ccc2c(c1)nc(CCC(=O)Nc1ccc(N3CCOCC3)cc1)n2C | -10.4% | 3.2% | 45.9% | -0.8 | u | 2.9 | 14.7µM*

# Source: PubChem BioAssay
